# NCOA3 inh: human NCOA3 inhibition | HEK293 GAL4-SRC3 luciferase reporter, luminescence | Q9Y6Q9 | inhibition, % at 3.6 µM | AID 588352 | 360,000 tested, 0.17% active;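 active means inhibition above a per-campaign cutoff, the mean of all compounds plus 3 SD, cut at about 60% in these data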;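 further: 0% = DMSO-treated cells and 100% = gossypol-treated cells at 36 µM; higher means less SRC3-driven luciferase light from the GAL4 reporter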
# TROY NFkB inh: inhibitors of TROY-dependent NF-kB signaling | inhibition, % at 10 µM | AID 1347056 | Q293 LMP1-TROYcd NF-kB luciferase reporter, 4 h | 360,000 tested, 0.98% active;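 active means compounds whose plate-normalised and pattern-corrected inhibition of the luciferase reporter signal at the single screening dose is 50% or more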
# NCOA1 inh: inhibits human SRC1 coactivator. Q15788. HEK293 GAL4-SRC1 luciferase reporter, luminescence. inhibition, % at 3.6 µM. 360,000 tested, 0.12% active. AID 588354;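 active means inhibition above the campaign mean plus 3 SD, with each screening campaign given its own cutoff, cut at about 60% in these data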;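 further: 0% = DMSO treated cells and 100% = gossypol at 36 µM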
# NR2F2 inh: blocks human COUP-TFII nuclear receptor; AID 686940; inhibition, % at 8.6 µM; P24468; 370,000 tested, 0.7% active; HEK293T NGFI-A luciferase reporter, luminescence;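 active means inhibition above a per-plate cutoff, mean inhibition of test wells between control levels plus 3 SD, cut at about 38% in these data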;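 further: cells cotransfected with COUP-TFII expression vector driving the NGFI-A reporter; 0% = median of COUP-TF2 test wells and 100% = reporter-only cells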
# Target sequence (P24468 whole entry, looked up): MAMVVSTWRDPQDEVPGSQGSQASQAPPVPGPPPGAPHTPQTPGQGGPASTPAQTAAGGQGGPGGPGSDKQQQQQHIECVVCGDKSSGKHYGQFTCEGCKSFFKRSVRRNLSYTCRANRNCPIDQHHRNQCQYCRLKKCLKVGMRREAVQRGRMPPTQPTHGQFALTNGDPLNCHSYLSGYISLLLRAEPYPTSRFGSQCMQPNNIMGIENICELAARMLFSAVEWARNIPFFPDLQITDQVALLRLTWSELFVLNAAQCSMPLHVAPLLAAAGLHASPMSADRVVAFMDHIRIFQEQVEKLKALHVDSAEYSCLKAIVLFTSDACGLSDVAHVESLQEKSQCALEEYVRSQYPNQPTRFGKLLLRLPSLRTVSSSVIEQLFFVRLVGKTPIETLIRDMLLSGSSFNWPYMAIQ
# SRC2 inh: inhibits human steroid receptor coactivator 2; 370,000 tested, 0.17% active; inhibition, % at 9 µM; HEK293 GAL4-SRC2 luciferase reporter, luminescence;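 active means inhibition above the mean inhibition of all tested compounds plus 3 SD, set per campaign, cut at about 52% in these data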;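 further: 0% = DMSO treated cells and 100% = cells given Gossypol at 36 µM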
# NOD2-RIPK2 inh: inhibitors of human NOD2-RIPK2 interaction. CHO BLA complementation NOD2-RIPK2, CCF4 ratio. 360,000 tested, 0.38% active. O43353. inhibition, % at 4.98 µM. AID 624267; in the data active means inhibition above about 21%;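 further: 0% = vehicle only and 100% = reference blocker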
# NR5A2 inv ag: NR5A2 inverse agonism in reporter assay | O00482 | 360,000 tested, 0.13% active | HEK293T StAR-luciferase reporter, LRH-1 transfected, 24 h | inhibition, % at 3.6 µM;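 active means inhibition above the mean inhibition of all tested compounds plus 3 SD, cut at about 73% in these data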;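 further: 0% = DMSO wells and 100% = reporter-only cells lacking LRH-1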
# Target sequence (O00482 whole entry, looked up): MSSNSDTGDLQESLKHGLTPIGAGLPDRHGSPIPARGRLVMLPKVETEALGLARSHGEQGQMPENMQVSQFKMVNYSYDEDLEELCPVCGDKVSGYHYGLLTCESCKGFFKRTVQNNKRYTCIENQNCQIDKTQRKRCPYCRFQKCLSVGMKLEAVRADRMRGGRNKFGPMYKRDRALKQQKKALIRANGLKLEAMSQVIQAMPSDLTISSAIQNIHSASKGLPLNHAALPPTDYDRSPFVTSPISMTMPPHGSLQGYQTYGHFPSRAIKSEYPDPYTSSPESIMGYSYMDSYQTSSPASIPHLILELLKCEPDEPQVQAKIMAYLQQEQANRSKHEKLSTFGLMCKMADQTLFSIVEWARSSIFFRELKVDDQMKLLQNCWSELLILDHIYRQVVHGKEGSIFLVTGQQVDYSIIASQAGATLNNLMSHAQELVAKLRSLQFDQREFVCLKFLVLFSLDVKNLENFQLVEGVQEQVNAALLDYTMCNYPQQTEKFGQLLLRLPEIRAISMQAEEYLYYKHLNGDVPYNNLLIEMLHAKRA
# TWEAK-Fn14 inh: blocks TWEAK-Fn14 interaction in a reporter cell assay. TWEAK-stimulated Fn14 reporter cells, luciferase luminescence, 8 h. inhibition, % at 10 µM. 360,000 tested, 2% active; in the data active means inhibition above about 50%
# ABHD5-PLIN5 inh: inhibitors of human ABHD5-perilipin-5 interaction. Q00G26+Q8WTS1. inhibition, % at 4 µM. 360,000 tested, 0.78% active. Split G. princeps luciferase complementation, luminescence, 4 h;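 active means inhibition above the mean inhibition across every tested compound plus 3 SD, cut at about 22% in these data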;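 further: 0% = DMSO only wells and the 100% control is not disclosed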
# TLR9-MyD88 block: TLR9-MyD88 interaction inhibition | Q9NR96+Q99836 | CHO BLA complementation TLR9-MyD88, CCF4 FRET ratio | inhibition, % at 4.98 µM | 340,000 tested, 0.21% active | AID 504734;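 active means inhibition above the mean over all tested compounds plus 3 SD, cut at about 21% in these data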;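 further: 0% = DMSO only wells and 100% = clavulanate BLA inhibitor control wells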
# Granule exo inh: blocks lytic granule exocytosis; TALL-104 LAMP-1 surface exposure, flow cytometry; cells stimulated with thapsigargin and PMA; inhibition, % at 10 µM; 360,000 tested, 0.66% active; AID 651702;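 active means inhibition above about 55%, limit read from the data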
# * marks the source's active call; other numbers are inactive results; x = no result given. An excerpt. The share of hits here may be higher or lower than overall.
SMILES,NCOA3 inh,TROY NFkB inh,NCOA1 inh,NR2F2 inh,SRC2 inh,NOD2-RIPK2 inh,NR5A2 inv ag,TWEAK-Fn14 inh,ABHD5-PLIN5 inh,TLR9-MyD88 block,Granule exo inh
CC(=O)c1cccc(OCC(=O)c2cc(C)n(-c3cc(C)on3)c2C)c1,5,-2,-4,9,7,-1,16,6,-4,0,2
COC(=O)c1cc2ccc(OC)c(OC)c2c(=O)s1,1,x,-19,-7,-4,-14,-1,2,-3,6,-1
CN(C(=O)c1cc(COc2c(F)cccc2F)on1)C1CCOC1 (stereo unspecified),-53,-50,-42,-26,-33,-4,-51,-13,4,-2,0
Cc1ccc(C2CC(=O)NC(SCc3ccccc3)=C2C#N)cc1 (stereo unspecified),-13,7,-8,12,-3,-3,8,10,-8,-16,0
O=C1CC(c2ccc3c(c2)OCCO3)Oc2ccc([N+](=O)[O-])cc21 (stereo unspecified),53,85*,57,42*,-1,1,43,98*,12,3,20
CCOC(=O)CSc1nc2ccccc2c(=O)n1CCCCCC(=O)NCc1ccco1,9,-10,-11,3,15,-9,8,-5,6,10,-3
COc1cc(C(=O)N2CCN(c3ccccc3O)CC2)ccc1OCC(=O)N1CCOCC1,-3,-5,-10,-5,-18,-6,6,-11,5,-4,6
CCN(CC)c1ccc(/C=N/Nc2nc(C)cc(C)n2)cc1,-22,-41,-24,11,-8,1,-17,-19,3,x,-5
CCCNC(=O)C1(C)CCN(C(=O)c2ccc(C)c(F)c2)C1 (stereo unspecified),-8,3,-18,12,-5,-2,7,-2,0,x,24
Cc1ccc(S(=O)(=O)N2CCC[C@H]2C(=O)OCC(=O)N2CCc3ccccc32)cc1,13,6,1,-5,-4,-11,-21,-10,4,-166,9
O=C(c1ccco1)N1CCN(C2CN(Cc3cn(Cc4ccccc4C(F)(F)F)nn3)S(=O)(=O)C2)CC1 (stereo unspecified),-3,-18,-8,-4,13,-9,-6,24,-4,x,-1
CN1C(=O)c2cccc3c(N)ccc(c23)C1=O,14,15,-21,3,-21,18,-4,22,8,19,4
NS(=O)(=O)c1ccc(CCNC(=O)C2CCCCN2S(=O)(=O)c2ccccc2)cc1 (stereo unspecified),3,-2,-4,-1,13,1,-19,9,3,-4,4
CCn1c(C(C)NC(=O)c2cccc(C)c2)n[nH]c1=S (stereo unspecified),7,13,-8,-11,-2,-9,9,7,-2,-1,-1
O=c1[nH]c2cnn(-c3ccccc3)c2c(=O)n1O,2,-5,-10,-2,-47,-16,-5,6,1,-17,-1
COc1ccc(C2(C(=O)O)CCCC2)cc1,6,-4,4,4,-16,-9,-5,8,4,0,0
Cc1ccc(S(=O)(=O)Oc2ccc(C(c3c(C)[nH][nH]c3=O)c3c(C)[nH][nH]c3=O)cc2)cc1,-5,10,10,x,x,9,27,9,-11,10,1
c1ccc(-c2cncn2-c2ccccc2)cc1,-22,-38,-9,-17,-11,-15,-35,-6,2,-3,-8
Cc1nc2nc[nH]n2c(=O)c1NS(=O)(=O)c1ccc([N+](=O)[O-])cc1,24,-10,2,-8,-1,-8,-1,3,0,-158,0
COc1ccccc1NC(=O)C1=C(C)NC(=O)NC1c1cccs1 (stereo unspecified),3,0,-14,-19,5,-1,-13,-2,-6,x,-1
Cc1cc(C)cc(NS(=O)(=O)c2ccc3c(c2)c(=O)n(C)c(=O)n3C)c1,53,14,54,26,22,3,50,26,-8,-7,-2
CC(=O)N/C(=N/c1nc(C)cc(C)n1)Nc1cccc(C)c1,3,-2,-18,8,-8,-14,-10,-3,-5,7,-17
O=c1cc[nH]c2cc(C(F)(F)F)ccc12,22,24,9,8,7,6,14,-9,-2,4,0
CCOc1ccccc1/C=N/Nc1nc2c(N)ncnc2n1[C@H]1O[C@@H](CO)[C@H](O)[C@@H]1O,-11,-3,-30,-26,2,-1,3,-18,1,-1,-3
CC1CCN(c2ccc3nnc(CCC(=O)N4CCN(c5ccc(F)cc5)CC4)n3n2)CC1,1,1,-18,6,-8,8,17,-4,1,12,0

# (more compounds)
SMILES,NCOA3 inh,TROY NFkB inh,NCOA1 inh,NR2F2 inh,SRC2 inh,NOD2-RIPK2 inh,NR5A2 inv ag,TWEAK-Fn14 inh,ABHD5-PLIN5 inh,TLR9-MyD88 block,Granule exo inh
O=C1CC(SC(=Nc2ccccc2)Nc2ccccc2)C(=O)N1c1ccc(Cl)cc1 (stereo unspecified),0,4,15,4,-8,-1,-1,2,4,-1,4
NC(=O)CC(NC(=O)c1ccccc1)C(=O)O (stereo unspecified),9,0,-8,-2,-35,12,-26,8,-6,8,-4
CC(=O)Nc1ccc(S(=O)(=O)NC2CC3CCC2C3)cc1 (stereo unspecified),-2,3,7,-1,12,0,-10,11,-1,5,-1
O=c1c2ccccc2nc(-c2ccc(F)cc2)n1NCc1ccccc1O,5,8,-18,13,11,-14,5,16,-6,3,1
CCc1ccccc1NC(=O)CNC(=O)CNC(=O)C1CCCCC1,13,-17,-1,-3,-3,-11,6,1,1,2,4
CCc1nc2ccccc2n1CC(O)COc1ccc(NC(C)=O)cc1 (stereo unspecified),10,2,-8,-17,4,7,-2,0,2,5,0
c1ccc(C2OCC3(CO2)COC(c2ccccc2)OC3)cc1 (stereo unspecified),-2,-9,-44,-3,4,-5,-16,-3,0,11,0
COc1cccc(C(=O)N2CCC[C@H]2C(=O)N2CCC[C@H]2C(=O)NCc2ccncc2)c1,x,1,x,-3,-27,6,22,15,-1,x,-2
Cc1[nH]nc2c1C(c1ccccc1F)CC(=O)N2 (stereo unspecified),4,1,8,0,11,-14,0,7,3,-8,-1
Cc1cccc(Nc2n[nH]c(C)c2[N+](=O)[O-])c1,-81,-90,-109,-39,-26,-8,-120,-19,5,-10,-1
CCOC(=O)C1C(=O)C=C(c2ccc(C)cc2)CC1c1cccc([N+](=O)[O-])c1 (stereo unspecified),15,-4,17,4,-14,1,3,17,2,3,1
Cn1c(-c2ccc(F)cc2)cnc1NCc1ccccc1,-2,4,-18,-22,-16,2,-8,-5,6,14,-1
COc1cc(OC)c(C(=O)O/N=C(\N)c2cccc(C)c2)cc1OC,-13,-17,-17,-2,-25,9,3,-2,4,2,-21
c1c(C2CCCCC2)n[nH]c1CN1CCCCC1,-9,19,0,16,18,-5,-17,-10,-3,7,-2
CCN1CCN(Cc2ccc(NC(=O)Nc3ccc(SC)cc3)cc2)CC1,-50,-57,-52,-54,-30,2,-40,-28,12,6,0
CCOC(=O)c1c(NC(=O)CSc2nncs2)sc(C)c1C,9,-32,-11,-6,-29,5,-17,2,4,-9,-2
C=CC12C=CC=CN1C(C(=O)OC)=C(C(=O)OC)C(C(=O)OC)=C2C(=O)OC (stereo unspecified),15,2,15,8,-2,-1,20,5,4,5,-1
COC(=O)[C@]1(Cc2ccccc2)N[C@H](CN(C)S(=O)(=O)c2ccc(OC)cc2)[C@@H]2C(=O)N(C)C(=O)[C@@H]21,-9,-13,3,1,-24,-1,7,-25,1,-1,-10
COc1ccc(NC(=O)c2cc(-c3ccccc3O)n[nH]2)cc1Cl,-53,-24,-27,-44,-22,1,-16,1,3,1,-5
CC(C)NC(=O)C1C(c2ccccc2)=Nc2ccccc2N1C(=O)c1ccc(C(F)(F)F)cc1 (stereo unspecified),x,x,x,0,20,-6,3,x,-3,x,-5
CC(C(=O)Nc1ccc2c(c1)OCCO2)n1nnc(-c2ccccc2)n1 (stereo unspecified),15,13,7,-8,5,2,11,8,-3,8,-4
O=C(C[n+]1cn(C(F)F)c2ccccc21)c1ccc(OC(F)F)cc1,-14,-49,-27,-23,-34,-3,-89,-11,-1,1,-1
COc1ccccc1NC(=O)c1cc(C(=O)O)ccc1C(=O)O,6,-4,-2,-9,0,-1,-1,12,2,1,6
Cc1nc(-c2c(-c3ccc(O)cc3O)noc2C(F)(F)F)cs1,4,47,-2,20,-4,2,11,47,-3,1,-1
Cc1ncc([N+](=O)[O-])n1CC(O)CCl (stereo unspecified),2,3,-16,0,8,4,-4,-22,-9,0,-3

# The list goes on:
SMILES,NCOA3 inh,TROY NFkB inh,NCOA1 inh,NR2F2 inh,SRC2 inh,NOD2-RIPK2 inh,NR5A2 inv ag,TWEAK-Fn14 inh,ABHD5-PLIN5 inh,TLR9-MyD88 block,Granule exo inh
O=S(=O)(Cc1ccccc1Cl)N1CCCC1,-7,2,6,-7,1,-10,1,2,5,0,0
CCCCCN=CC1=C(O)CC(c2ccccc2)CC1=O (stereo unspecified),0,1,-10,-6,-12,3,2,-12,3,9,2
O=C(NNC(=O)C1CCN(Cc2cccc(F)c2)CC1)c1cccc(Cl)c1,-3,6,1,-5,-21,5,13,-4,2,0,4
CCCCN(C(=O)C1CC1)C1CCS(=O)(=O)C1 (stereo unspecified),7,-3,-10,-7,-10,-5,8,7,13,-4,-2
CCOC(=O)c1c(NC(=S)Nc2ccccc2)sc2c1CCN(C)C2,5,-13,9,-5,1,-2,-5,-17,-1,5,0
Cc1ccccc1CN1C(=O)c2ccccc2C1c1nnnn1-c1ccc2c(c1)OCCO2 (stereo unspecified),x,32,x,-19,8,5,27,18,2,x,10
CCOc1ccc(C2/C(=C(\O)c3c(C)[nH]c(C(=O)OC)c3C)C(=O)C(=O)N2CCN(C)C)cc1 (stereo unspecified),1,5,9,x,x,0,-5,-6,1,3,-3
CCn1cc(C(=O)N(CCCN2CCOCC2)Cc2ccco2)c(=O)c2ccc(C)nc21,-5,-3,11,9,-2,-13,12,11,0,-8,1
CCc1ccc2nc(N(CCCN(C)C)C(=O)c3ccc(S(=O)(=O)N4CCc5ccccc5C4)cc3)sc2c1,-39,-87,-4,4,11,22*,-6,-208,20,15,77*
CCc1cccc(CC)c1NC(=S)NC(C)c1ccccc1 (stereo unspecified),18,18,-1,11,11,6,11,-25,-4,-1,-1
O=C(Nc1ccc2[nH]ncc2c1)c1ccccc1,-67,-33,-54,-20,-38,6,-72,-2,3,-8,-6
O=C(c1ccc(S(=O)(=O)N2CCCCCC2)cc1)N1CCCC(C(F)(F)F)C1 (stereo unspecified),3,-13,-10,-6,-18,-10,-2,13,1,8,-5
Cc1c(Cl)cccc1NC(=S)NNc1ncc(C(F)(F)F)cc1Cl,1,48,12,31,18,1,7,10,-13,-12,0
O=C(CCC(=O)OC(C(=O)c1ccccc1)c1ccccc1)Nc1ccccc1 (stereo unspecified),7,-8,-5,1,-21,7,-9,1,-4,-4,-1
O=C(Nc1ccccn1)c1cc2ccccc2cc1O,-89,-73,-99,x,x,0,-128,17,-13,5,10
O=C(c1ccnc(Cl)c1)N1CCCC(N2CCN(c3ccccc3F)CC2)C1 (stereo unspecified),4,-6,4,26,-17,-2,3,42,9,-6,-2

# Part of the list above, with tabs.
SMILES	NCOA3 inh	TROY NFkB inh	NCOA1 inh	NR2F2 inh	SRC2 inh	NOD2-RIPK2 inh	NR5A2 inv ag	TWEAK-Fn14 inh	ABHD5-PLIN5 inh	TLR9-MyD88 block	Granule exo inh
O=S(=O)(Cc1ccccc1Cl)N1CCCC1	-7	2	6	-7	1	-10	1	2	5	0	0
CCCCCN=CC1=C(O)CC(c2ccccc2)CC1=O (stereo unspecified)	0	1	-10	-6	-12	3	2	-12	3	9	2
O=C(NNC(=O)C1CCN(Cc2cccc(F)c2)CC1)c1cccc(Cl)c1	-3	6	1	-5	-21	5	13	-4	2	0	4

# Compound activity: PubChem BioAssay, several laboratories
